CHO-K1 Ca PAM: nonselective calcium activators in parental CHO-K1 cells, primary screen, counter-screen for M1 PAM project, cell-based, Fluo-8 calcium fluorescence, full deck, 1536-well | ATP EC20; 0% at ATP EC20, 100% at ATP max | activation, % at 3 µM | hit rate 0.02% among 360,000;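 active = activation above the run cutoff, the mean activation of all test compounds plus 3 SD, cut at about 40% in these data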;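 note: peak over basal fluorescence ratio in a 140 s read after ATP addition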
CHO parental Ca: ATP-evoked calcium signal inhibitors, parental CHO, primary screen, counter-screen for OX1R antagonist project, cell-based, fluorescence, Fluo-8 calcium dye; parental CHO-K1, ATP-induced calcium, Fluo-8 fluorescence; inhibition, % at 5.6 µM; hit rate 0.63% among 330,000; AID 463079, 2010;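 active = inhibition above that plate's mean sample inhibition plus 3 SD, cut at about 26% in these data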;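 note: 0% = ATP-challenged DMSO wells and 100% = DMSO wells without ATP; some compounds past the cut are filed as inactive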
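Test system: untransfected parental CHO cell line; also added: ATP stimulus; dosing: 5.6 µM, single dose; signal: calcium-sensitive Fluo-8 fluorescence; measure: percent inhibition of ATP-evoked calcium rise, normalized to controls; benchmarks: low control ATP plus DMSO, high control DMSO only; replication: one well per compound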
OXTR potentiate: human OXTR potentiators, primary screen, fluorescence, CHO-OTR cells, Fluo-8 calcium; AID 2445, 2010; Oxytocin receptor (Homo sapiens), P30559; hit rate 0.061% among 320,000; Fluo-8 calcium fluorescence, potentiator mode; 0% = oxytocin EC15, 100% = EC100; activation, % at 3 µM;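 active = activation above that plate's cutoff, the mean activation of tested compounds plus 3 SD, cut at about 6.6% in these data, passing the limit was not always enough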;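 note: 100% uses oxytocin at 75 nM as the full agonist control; some results filed as inactive read as strong as hits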
Target sequence (P30559 whole entry, looked up): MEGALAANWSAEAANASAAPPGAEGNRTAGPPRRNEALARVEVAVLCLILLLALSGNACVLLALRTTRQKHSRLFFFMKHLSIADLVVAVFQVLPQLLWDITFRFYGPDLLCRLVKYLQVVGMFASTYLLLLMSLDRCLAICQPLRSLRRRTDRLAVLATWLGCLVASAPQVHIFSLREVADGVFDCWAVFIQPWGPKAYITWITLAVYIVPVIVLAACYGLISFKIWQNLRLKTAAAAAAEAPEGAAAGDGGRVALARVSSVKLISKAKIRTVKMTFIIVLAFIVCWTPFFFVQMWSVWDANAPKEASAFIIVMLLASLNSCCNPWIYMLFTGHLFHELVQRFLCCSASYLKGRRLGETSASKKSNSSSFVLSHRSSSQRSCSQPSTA
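Measured by – Fluo-8 calcium dye fluorescence · Test system – human OTR in CHO cells · Dosing – one concentration, 3.0 µM compound · Controls – EC15 oxytocin alone as 0%, 75 nM oxytocin as 100% · Evaluation – normalized max/min fluorescence ratio, % activation · Timing – 6 min pre-incubation, 100 s read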
CHRM1 agonist: human M1 muscarinic receptor agonists, primary screen, Fluo-8 calcium fluorescence, CHO-K1 cells, HTS; CHO-K1 hM1, agonist mode; 0% DMSO, 100% acetylcholine EC100; activation, % at 3 µM; hit rate 0.33% among 360,000; AID 588814, 2011;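 active = activation above the run's mean compound activation plus 3 SD, cut at about 16% in these data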;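 note: peak over basal fluorescence ratio within a 140 s kinetic read after compound addition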
TAAR1 agonist: human TAAR1 agonists, primary screen, Fluo-8 calcium fluorescence, CHO RD-HGA16 cells. AID 624467, 2012. Trace amine-associated receptor 1 (Homo sapiens), Q96RJ0. activation, % at 3 µM. hit rate 0.99% among 360,000. vehicle wells 0%, saturating PEA agonist 100%;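 active = activation above the mean activation of all test compounds in the run plus 3 SD, cut at about 38% in these data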
Target sequence (Q96RJ0 whole entry, looked up): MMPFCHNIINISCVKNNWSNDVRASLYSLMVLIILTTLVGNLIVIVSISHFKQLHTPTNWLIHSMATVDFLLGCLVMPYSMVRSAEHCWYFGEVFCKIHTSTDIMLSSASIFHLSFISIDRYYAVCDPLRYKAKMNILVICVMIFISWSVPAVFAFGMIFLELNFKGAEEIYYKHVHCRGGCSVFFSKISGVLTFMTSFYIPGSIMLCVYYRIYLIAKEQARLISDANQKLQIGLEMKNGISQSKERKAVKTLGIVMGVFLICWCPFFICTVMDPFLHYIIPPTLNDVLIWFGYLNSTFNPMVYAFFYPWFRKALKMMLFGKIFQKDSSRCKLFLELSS
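Test system: RD-HGA16 (CHO) cells co-expressing Gα16 and hTAAR1 / Benchmarks: DMSO vehicle as 0%, PEA at EC100 as 100% / Repeats: no replicates (n 1) / Measure: % activation from peak over basal fluorescence ratio, DMSO-to-PEA scaled / Timing: 17-24 h plating, Fluo-8 75 min 37 °C, 30 min RT / Technique: kinetic Fluo-8 calcium fluorescence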
CHO-K1 Ca antag: counter-screen for M1 antagonists: effect in parental CHO-K1 cells | ATP-induced calcium, Fluo-8 fluorescence | inhibition, % at 3 µM | hit rate 0.6% among 360,000;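 active = inhibition above a per-plate cutoff, the plate's mean sample inhibition plus 3 SD, cut at about 24% in these data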;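 note: 0% = DMSO plus EC80 ATP and 100% = DMSO alone without ATP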
M1 ag parental: counter-screen for M1 agonists: effect in parental CHO-K1 cells; Fluo-8 calcium fluorescence; scaled to maximal ATP response, vehicle zero; activation, % at 3 µM; hit rate 0.48% among 360,000; in the data active = activation above about 15%;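 note: untransfected CHO-K1 host cells lacking M1 receptor as counterscreen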
CHRM1 antagonist: human M1 muscarinic receptor antagonists, primary screen, CHO-K1 cells, Fluo-8 calcium fluorescence, 1536-well | Muscarinic acetylcholine receptor M1 (Homo sapiens), P11229 | CHO-K1 hM1, ACh EC80 antagonist | hit rate 1.3% among 360,000 | inhibition, % at 3 µM;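 active = percent inhibition above its own plate's cutoff, namely the mean of that plate's compound wells plus 3 SD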;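 note: peak over basal fluorescence ratio during 140 s after agonist addition; 0% = ACh EC80 plus DMSO and 100% = DMSO alone without agonist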
TAAR1 antagonist: human TAAR1 antagonists, primary screen, Fluo-8 calcium fluorescence, CHO RD-HGA16 cells; AID 624466, 2012; antagonist; hit rate 1.5% among 360,000; inhibition, % at 3 µM; Trace amine-associated receptor 1 (Homo sapiens), Q96RJ0;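 active = inhibition above a per-plate cutoff, the mean inhibition of test compounds on that plate plus 3 SD, cut at about 49% in these data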;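 note: 0% = DMSO plus EC80 beta-PEA response and 100% = DMSO alone without agonist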
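test system = CHO RD-HGA16 cells bearing hTAAR1 | replication = singlicate | controls = DMSO-only wells and EC80 β-PEA-stimulated wells | reagent = EC80 β-phenethylamine stimulus | read-out basis = percent inhibition of PEA-evoked calcium signal, max/basal emission ratio | schedule = seeding 17-24 h prior, 75-min 37 °C, 30-min RT dye loading | signal = kinetic Fluo-8 calcium fluorescence measurement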
An asterisk follows results filed as active; nt = not tested or not shown.

SMILES | CHO-K1 Ca PAM | CHO parental Ca | OXTR potentiate | CHRM1 agonist | TAAR1 agonist | CHO-K1 Ca antag | M1 ag parental | CHRM1 antagonist | TAAR1 antagonist
CC(=O)c1nn(-c2ccccc2)cc1C(=O)c1ccc(C)cc1 | -13.6 | -16.8 | -3.2 | 0.6 | 3.2 | 4.2 | 0.1 | -10.6 | -29.8
CCOc1ccccc1CNC(=O)C1CCN(c2nn3c(=O)cc(C)nc3s2)CC1 | 10.7 | -11.7 | -10.2 | -4.8 | 4.5 | -13.4 | -0.1 | -13.4 | -22.4
CCc1nc2cccnc2n1-c1ccc(CC(=O)O)cc1 | -10.0 | -0.1 | 5.2 | 0.7 | 0.1 | -5.1 | 0.2 | 3.3 | -20.9
Cc1ccc(CSCC(=O)N2CCOCC2)cc1 | 6.8 | -9.7 | -8.5 | -4.2 | 1.2 | -9.9 | 0.7 | -6.0 | 4.0
Cc1ccc(-c2nn(C)c(=O)c3ccccc23)cc1S(=O)(=O)NCCN(C)C | 22.5 | -15.4 | -3.2 | -11.3 | 0.3 | -3.2 | 0.7 | -1.7 | 2.8
NC(=O)Cn1nc([N+](=O)[O-])nc1Oc1ccccc1F | 4.0 | 1.0 | -6.3 | -4.3 | -0.8 | -14.8 | 0.6 | 1.1 | -22.3
CC(=O)N1CCN(c2ccc(NCc3ccc(-c4ccc(Br)cc4)o3)cc2)CC1 | 6.4 | 10.3 | -11.2 | -6.1 | 10.8 | -9.7 | 1.1 | 4.9 | 58.2*
CSc1ncc(C(=O)NCCCc2ccccc2)c(C)n1 | -8.0 | nt | nt | -4.0 | -0.1 | 9.6 | 0.6 | 1.7 | -9.9
COCCNC(=O)/C(C#N)=C/c1ccc(C(=O)O)cc1 | 24.9 | 11.7 | -7.3 | -3.4 | 1.8 | -17.3 | 0.3 | -17.7 | 6.5
CCCCC(=O)Nc1nnc(S(=O)(=O)N(CC)c2ccccc2)s1 | 9.0 | -9.6 | 1.3 | 1.0 | -0.3 | 6.6 | 1.3 | -2.9 | -25.9
COCCN(C(=O)CSc1nnc(-c2ccco2)n1C)c1c(N)n(CC(C)C)c(=O)[nH]c1=O | 21.8 | -11.6 | -1.4 | 0.1 | 5.3 | -18.5 | -0.6 | -13.7 | -17.3
CC(=O)Nc1cccc(NC(=O)C2CCCN2C(=O)Nc2ccc(Cl)cc2)c1 (stereo not given) | -5.8 | -10.6 | -2.3 | -1.1 | 9.2 | 4.0 | -0.3 | 10.3 | -3.0
COc1cc(Br)c(CN2C(=O)NC3(CCCCCC3)C2=O)cc1OC | 7.4 | -9.7 | -3.6 | -4.1 | 0.2 | -17.7 | 1.3 | -4.5 | 14.6
CCc1nc(N2CCN(C(C)=O)CC2)c2c3c(sc2n1)CCCC3 | 3.1 | nt | nt | -8.4 | 0.1 | -4.5 | 0.6 | -1.4 | -21.7
COc1ccc(-c2coc3cc4oc(=O)cc(C)c4cc23)cc1F | 15.6 | -0.6 | -3.5 | -4.4 | 7.7 | -10.6 | 0.1 | -1.4 | 19.9
CC1(C)CC(=O)C(C(C2=C(O)CC(C)(C)CC2=O)c2ccco2)C(=O)C1 (stereo not given) | 13.3 | -12.6 | -1.6 | -1.1 | 5.2 | -8.6 | 0.2 | -14.5 | -9.4
CCOc1ccc(S(=O)(=O)N2CN3CCN(C3)C2)cc1 | 15.1 | -7.5 | 1.9 | -2.7 | 2.1 | -2.5 | 0.5 | -8.8 | -19.2
CCCC(=O)N(c1ccc2oc(C)c(C(C)=O)c2c1)S(=O)(=O)c1ccc(C(=O)O)cc1 | 9.3 | -1.4 | -13.0 | -2.4 | -2.5 | -9.0 | 0.2 | -10.8 | 6.2
CSCCC(N=C(NS(=O)(=O)c1ccc(C)cc1)c1ccccc1)C(=O)O (stereo not given) | 24.1 | -1.4 | -1.4 | -1.7 | 3.1 | -11.7 | 3.5 | -10.5 | -24.1
Cc1ccc(SCCC(=O)NCCSCc2ccccc2C)cc1 | 5.7 | -6.5 | -15.1 | -3.3 | 2.0 | -13.8 | 0.4 | -8.6 | 2.4
CC1(C)C[C@@H]1C(=O)N/C(=C\CCCCSC[C@H](N)C(=O)O)C(=O)O | -5.9 | -1.6 | 0.4 | -2.1 | 1.2 | -5.1 | 0.3 | -35.7 | -15.3
Cc1cc(C)c2nc(NC(=O)c3cccc(S(=O)(=O)N4CCc5ccccc54)c3)sc2c1 | -0.3 | -6.2 | -0.7 | -5.8 | -0.9 | 0.9 | 0.3 | -0.6 | 14.9
CC(C(=O)NCc1ccco1)n1nc(-c2ccccc2)c2cc(Cl)ccc21 (stereo not given) | 16.7 | -19.9 | -7.6 | -0.9 | -1.3 | -6.0 | 0.4 | -23.5 | 8.7
COc1ccc(OC)c2c1cc(C(=O)N[C@H](C(=O)N1CCC[C@H]1C(=O)O)C(C)C)n2C | 4.7 | -10.1 | -4.8 | -0.5 | 0.7 | 7.2 | -0.4 | -5.0 | -28.3
CCOC(=O)CNC(=O)CN1CCC(c2nc3ccccc3[nH]2)CC1 | 7.1 | 13.1 | -5.1 | -3.4 | 14.3 | -11.9 | 1.0 | 2.8 | -24.4
CC(C)c1cc(CNC(=O)C2CCC(=O)N(Cc3ccccc3F)C2)on1 (stereo not given) | 9.6 | -7.1 | -7.0 | -2.5 | 0.0 | -5.4 | 0.6 | -13.7 | -29.3
COc1ccc(C(=O)Nc2ccccc2C(=O)NCCCn2ccnc2)cc1 | 0.8 | nt | nt | -0.3 | 3.7 | 3.2 | 1.5 | -40.9 | -2.8
COc1cc(NS(=O)(=O)c2cc(NC(C)=O)ccc2OC)c(OC)cc1NC(=O)c1ccccc1 | 16.6 | nt | nt | -1.9 | 1.6 | -14.7 | 0.5 | -3.6 | -1.3
Cc1snc(S(=O)(=O)/C(C#N)=N/Nc2cccc(C(F)(F)F)c2)c1C#N | -1.3 | -2.0 | 0.1 | 2.4 | nt | 20.8 | 2.2 | 8.6 | nt
Cn1cc(CN2CCCC(CO)(Cc3ccccc3)C2)cn1 (stereo not given) | -4.0 | -7.6 | -11.1 | -13.3 | 8.5 | 6.2 | -0.5 | -6.5 | -6.2

Already shown: two of the compounds above.
SMILES | CHO-K1 Ca PAM | CHO parental Ca | OXTR potentiate | CHRM1 agonist | TAAR1 agonist | CHO-K1 Ca antag | M1 ag parental | CHRM1 antagonist | TAAR1 antagonist
Cc1snc(S(=O)(=O)/C(C#N)=N/Nc2cccc(C(F)(F)F)c2)c1C#N | -1.3 | -2.0 | 0.1 | 2.4 | nt | 20.8 | 2.2 | 8.6 | nt
Cn1cc(CN2CCCC(CO)(Cc3ccccc3)C2)cn1 (stereo not given) | -4.0 | -7.6 | -11.1 | -13.3 | 8.5 | 6.2 | -0.5 | -6.5 | -6.2

The results go on.
SMILES | CHO-K1 Ca PAM | CHO parental Ca | OXTR potentiate | CHRM1 agonist | TAAR1 agonist | CHO-K1 Ca antag | M1 ag parental | CHRM1 antagonist | TAAR1 antagonist
CC(NC(=O)C12CC3CC(CC(C3)C1)C2)C(=O)NCCN(C)C (stereo not given) | 16.6 | 2.3 | -1.9 | -3.3 | 6.4 | -13.5 | 0.5 | 0.7 | 21.0
O=C(NCc1cc(Cl)cc(Cl)c1)c1ccc2nc(COCCO)[nH]c2c1 | -4.0 | nt | nt | -3.0 | 0.4 | -0.4 | 0.0 | -6.1 | -13.4
COc1ccc(C)cc1S(=O)(=O)N(C)CC(=O)NCc1ccccn1 | -4.0 | 1.8 | -12.8 | -2.1 | 5.1 | -13.2 | 1.3 | -16.2 | -18.6
COC(=O)C1=C(C)N(c2ccc(F)cc2)C(=O)C1 | 18.4 | -11.6 | -3.0 | -3.5 | 1.9 | -9.3 | 0.5 | -11.8 | 4.7
O=C(OC1CC2CC1[C@H]1CCCCN1C2=O)N1CCN(S(=O)(=O)c2ccccc2)CC1 (stereo not given in full) | 6.6 | nt | nt | nt | 1.1 | -7.9 | 0.1 | nt | 9.9
CC(=O)Nc1ccc(NC(=O)Cn2nc(C(=O)Nc3ccc(C)cc3)ccc2=O)cc1 | 15.4 | -1.7 | -14.7 | -1.6 | -0.3 | -8.2 | 0.5 | -10.6 | -12.2
NC(=O)C1CCN(c2ccc(C(F)(F)F)cc2[N+](=O)[O-])CC1 | 19.8 | -14.4 | 5.0 | -4.6 | 5.5 | -15.0 | 3.2 | -8.1 | -6.0
COc1cccc(CN2CCN(Cc3ccc(C#CC(C)(C)O)s3)CC2CCO)c1 (stereo not given) | 4.4 | -9.5 | 0.3 | -8.8 | 2.6 | 6.5 | 1.2 | 13.8 | 16.5
O=C(O)Cc1ccc2oc(-c3ccccn3)nc2c1 | 6.8 | 0.7 | -7.0 | 0.3 | 1.9 | -6.0 | 0.7 | -11.6 | -17.6
O=C(CSCc1ccccc1)N1CCN(Cc2ccc3c(c2)OCO3)CC1 | 7.5 | -18.8 | -3.3 | -2.7 | 2.9 | -4.7 | 0.8 | -10.1 | 14.3
O=C(Nc1ccc(O)cc1)c1ccc(C(=O)c2ccccc2)o1 | 12.1 | 2.7 | -9.1 | -2.6 | 10.7 | -6.6 | 1.4 | 4.5 | 9.9
CCCn1nc(C(=O)NNC(=O)CSCC(=O)Nc2cc(C)on2)c2ccccc2c1=O | -0.6 | -24.2 | -0.9 | -2.6 | 0.4 | 3.6 | 0.2 | -7.2 | -28.0
C/C(=N\NC(=O)c1ccco1)c1ccc(-c2ccccc2)cc1 | 7.3 | 4.2 | -10.1 | 8.4 | 2.4 | -20.2 | -0.3 | -12.9 | -11.0
O=C1CSC(c2ccc([N+](=O)[O-])cc2)N1c1ccccc1 (stereo not given) | -10.6 | -11.5 | 3.1 | -4.5 | -0.2 | -9.5 | 1.0 | -5.3 | -7.5
Cc1nn(-c2ccc(F)cc2)c(C)c1CN1CCN(CCC(C)C)C(CCO)C1 (stereo not given) | 26.1 | 3.9 | -1.3 | -8.5 | 0.0 | -13.3 | 0.4 | -5.0 | -11.6
CC(=O)c1cccc(NC(=O)C2Cc3c(-c4ccc(Cl)cc4)ccnc3O2)c1 (stereo not given) | 23.4 | nt | nt | -2.6 | nt | -11.0 | 0.3 | -15.8 | nt

Source: PubChem BioAssay
